# PERK inh = inhibitors of human PERK kinase. Q9NZJ5. CHO PERK-DD fusion, SEAP luminescence translation reporter. inhibition, % at 5.6 µM. 220,000 tested, 0.17% active. AID 1416;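 active means inhibition above the mean inhibition of all tested compounds plus 3 SD, set separately per screening campaign, cut at about 2.9% in these data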;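 further: PERK kinase domain activated by AP20187 dimerizer at 100 nM; 0% = DMSO with dimerizer and 100% = rapamycin at 8.4 µM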
# Target sequence (Q9NZJ5 whole entry, looked up, the tested form may be a part): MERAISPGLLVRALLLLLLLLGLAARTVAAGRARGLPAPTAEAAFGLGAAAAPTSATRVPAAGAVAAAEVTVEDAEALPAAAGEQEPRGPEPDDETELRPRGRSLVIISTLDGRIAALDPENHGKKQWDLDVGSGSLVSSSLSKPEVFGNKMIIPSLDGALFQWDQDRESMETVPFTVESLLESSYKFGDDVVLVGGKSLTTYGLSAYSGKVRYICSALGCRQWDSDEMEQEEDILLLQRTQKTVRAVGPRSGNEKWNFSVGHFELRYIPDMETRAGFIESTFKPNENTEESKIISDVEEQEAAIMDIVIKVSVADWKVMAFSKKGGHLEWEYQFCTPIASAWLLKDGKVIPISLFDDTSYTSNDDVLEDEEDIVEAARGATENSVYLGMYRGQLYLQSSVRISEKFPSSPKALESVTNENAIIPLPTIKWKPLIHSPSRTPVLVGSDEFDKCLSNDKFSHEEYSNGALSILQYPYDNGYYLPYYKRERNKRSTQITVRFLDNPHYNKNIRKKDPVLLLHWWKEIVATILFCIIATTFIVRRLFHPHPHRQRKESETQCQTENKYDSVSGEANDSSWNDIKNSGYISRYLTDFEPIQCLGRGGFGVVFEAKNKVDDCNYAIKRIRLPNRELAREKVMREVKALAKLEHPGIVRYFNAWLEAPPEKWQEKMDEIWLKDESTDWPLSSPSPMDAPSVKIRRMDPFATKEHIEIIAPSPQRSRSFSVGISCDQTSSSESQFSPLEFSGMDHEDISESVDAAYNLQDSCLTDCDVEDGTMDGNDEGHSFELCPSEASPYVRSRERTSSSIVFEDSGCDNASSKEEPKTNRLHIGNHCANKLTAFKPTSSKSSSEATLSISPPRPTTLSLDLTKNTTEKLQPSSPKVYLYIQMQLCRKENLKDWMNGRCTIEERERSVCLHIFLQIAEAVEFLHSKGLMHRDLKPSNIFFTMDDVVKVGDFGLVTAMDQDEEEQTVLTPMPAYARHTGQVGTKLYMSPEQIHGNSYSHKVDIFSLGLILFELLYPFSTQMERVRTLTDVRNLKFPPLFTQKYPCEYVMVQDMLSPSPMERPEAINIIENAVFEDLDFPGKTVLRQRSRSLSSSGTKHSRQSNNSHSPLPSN
# eIF4E-4G inh = blocks eIF4E binding to eIF4G; TR-FRET eIF4E-eIF4GI(517-606) binding, 2 h; P63073+Q04637; inhibition, % at 21.7 µM; 220,000 tested, 0.37% active;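 active means inhibition above about 30%, limit read from the data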;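 further: 0% = full FRET control wells and 100% = background wells lacking eIF4GI fragment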
# S1P4 agonist = agonists of human S1P4 receptor | O95977 | S1P4-expressing cell line, agonist reporter assay | activation, % at 4.98 µM | 220,000 tested, 0.35% active; in the data active means activation above about 11%;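 further: 0% = DMSO vehicle and 100% = reference agonist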
# S1P4 antag = blocks the human S1P4 receptor; inhibition, % at 4.98 µM; S1P4-expressing cells, antagonist mode, reporter read-out; 220,000 tested, 0.26% active; O95977; AID 1510; in the data active means inhibition above about 29%;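 further: 0% = wells stimulated with agonist and 100% = vehicle wells without agonist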
# NPY-Y2 PAM-ag = potentiates or activates human NPY-Y2 receptor; P49146; cells expressing NPY-Y2, potentiator/agonist read-out; activation, % at 3.6 µM; 220,000 tested, 0.45% active; AID 1359; in the data active means activation above about 27%;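 further: cells stimulated with NPY near EC25 plus isoproterenol at EC100; 0% = vehicle plus submaximal agonist and 100% = vehicle plus saturating agonist; some results beyond the cut were filed as inactive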
# Ba/F3 V617F tox = reduce viability of Ba/F3 cells dependent on JAK2V617F; inhibition, % at 5.6 µM; AID 1446; Ba/F3 EpoR-JAK2V617F viability, ATP luminescence; 220,000 tested, 1.1% active;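 active means inhibition above the campaign mean plus 3 SD over all tested compounds, cut at about 24% in these data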;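 further: cytokine-independent growth of Ba/F3 cells driven by EpoR plus mutant JAK2; 0% = DMSO-treated cells and 100% = JAK inhibitor I control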
# MDM2 E3 inh = inhibitors of human Mdm2 E3 ubiquitin ligase | 210,000 tested, 0.11% active | signal enhancement, % at 5 µM | AID 1230 | cell-based MDM2 ubiquitination luciferase reporter, 2 h; 0 = plate control, 100 = twice control, blank-subtracted;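 active means signal enhancement of 30% or more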;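 further: luminescence tracks abundance of the self-degrading MDM2-luciferase fusion protein; higher signal means inhibition of MDM2 E3 ligase activity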
#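 Timing – 2 h compound exposure at 37 °C · Assay system – mammalian cells stably expressing self-ubiquitinating, self-degrading MDM2 E3–luciferase fusion · Amount – 2000 cells seeded into each well · Measure – % luminescence enhancement versus blank-corrected plate control mean · Measured by – SteadyLite luminescence, 15 min reagent step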
# Wee1 stabilizer = inhibitors of human Wee1 degradation; P30291; HeLa Luc-Wee1K328M stability, luciferase luminescence; 100% = proteasome inhibitor MG132 effect; reporter increase, % at 5 µM; 220,000 tested, 1.2% active; AID 1321;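 active means activation above the mean of all tested compounds plus 3 SD, set per screening run, cut at about 8.8% in these data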;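 further: cells exposed to compound for 20 h before luminescence read; 0% = DMSO alone and 100% = MG132 at 30 µM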
# BaF3 tox = parental Ba/F3 viability inhibition as JAK2V617F counter-screen | CellTiter-Glo ATP luminescence | inhibition, % at 5.6 µM | 220,000 tested, 1.1% active | AID 1486;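 active means inhibition above a per-campaign cutoff, the mean inhibition of all tested compounds plus 3 SD, cut at about 27% in these data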;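 further: 0% = DMSO wells and 100% = JAK Inhibitor I control wells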
# * hit, by the source's call; [ ] = dose if it differs, or a comment.
# Order of results – PERK inh	eIF4E-4G inh	S1P4 agonist	S1P4 antag	NPY-Y2 PAM-ag	Ba/F3 V617F tox	MDM2 E3 inh	Wee1 stabilizer	BaF3 tox
- CCn1c(C)c(C(C)=O)c(N2CCN(c3ccccn3)CC2)nc1=S
    0.1	-0.5	-2.5	-1.4	-14.0	-0.4	-20.0	3.3	2.4
- CC(=O)OC[C@H]1O[C@@H](Sc2cccc3cccnc23)[C@H](OC(C)=O)[C@@H](OC(C)=O)[C@@H]1OC(C)=O
    -0.6	10.2[fluorescence artefact?]	-0.3	-5.2	5.6	-2.5	0.7	1.1	4.2
- CC1(C)CC(=O)C2=C(C1)NC(=O)CC2c1cccc(F)c1 (centres undefined)
    0.4	-2.3	-2.7	6.5	0.8	3.5	-14.4	-0.6	4.9
- CC(C)(C)C1CCc2c(sc(N)c2C(N)=O)C1 (centres undefined)
    1.2	2.9	1.2	-19.2	11.7	4.8	-8.9	1.2	4.8
- CCOc1ccc(-n2nnc3c(=O)n(C/C=C/c4ccccc4)cnc32)cc1
    1.7	-1.2[fluorescence artefact?]	-1.7	-4.6	-2.4	0.1	-12.2	-3.8	4.2
- Cc1ccc(/C=C2\CCC3=C2OC(N)=C(C#N)C3c2ccc(C)cc2)cc1 (centres undefined)
    -0.8	1.8	3.4	1.5	-2.3	-3.8	1.9	-1.4	0.7
- COc1ccc(OC)c(S(=O)(=O)NCCOC23CC4CC(CC(C4)C2)C3)c1
    0.0	0.2	1.9	0.8	10.3	-4.5	3.5	-1.8	1.9
- N#CC1=C(N)OC2=C(CC/C2=C\c2ccc(F)cc2)C1c1ccc(F)cc1 (centres undefined)
    1.2	-1.1	0.7	-11.2	4.9	-7.0	-10.5	-1.7	4.2
- CCc1cc2c(=O)[nH]c(-c3ccncc3)nc2s1
    -0.5	-0.4	-0.3	-6.8	13.7	-2.4	16.7	-0.8	3.3
- CC(=O)c1cccc(NC(=O)NCCc2c[nH]c3ccccc23)c1
    -0.2	-2.1	0.6	-4.4	7.3	-4.2	-5.7	-1.1	1.4
- Cc1c(/C=N/NC(=O)c2cccnc2)c2ccccc2n1Cc1ccccc1
    0.0	2.9	-0.8	15.8	1.9	1.9	-28.2	-1.9	4.8
- O=C(CC(c1ccccc1)c1ccccc1)Nc1ncn[nH]1
    0.3	-4.2	-0.1	0.3	5.3	3.0	-2.5	-0.5	5.5
- O=C1CC(Nc2ccc(N3CCOCC3)cc2)C(=O)N1c1ccccc1 (centres undefined)
    1.0	6.0	-1.9	-6.6	15.7	-1.9	-11.3	-4.2	3.1
- CCn1c(CCNC(=O)c2ccc(OC)cc2)nnc1SCc1ccc(Cl)cc1Cl
    -0.6	0.8	0.3	-6.6	12.4	1.4	-5.8	1.8	6.0
- O=C(c1ccc(COc2c(F)c(F)cc(F)c2F)o1)N1CCN(c2ccc(Cl)cc2)CC1
    1.1	-1.0	-1.2	-7.1	10.4	0.1	-6.6	-0.9	5.3
- CN(Cc1ccc(F)cc1)C(=O)CCc1nnc(-c2ccccc2)o1
    -0.2	1.1	0.2	2.1	-5.2	-3.9	-2.7	-0.4	1.6
- CCCCN=C1C([N+](=O)[O-])=CC=C2C1=NC1(CCCCC1)N2O
    1.3	10.9[fluorescence artefact?]	1.6	3.3	4.9	-2.2	-5.9	1.7	5.7
- O=C(Nc1cccc(Cl)c1)Nc1nnc(CC2=CCCCC2)s1
    1.1	-0.1[fluorescence artefact?]	-3.4	-2.4	3.6	-1.2	-6.4	0.4	0.1
- Cc1ccnc(NS(=O)(=O)c2ccc(Oc3ccccc3)cc2)c1
    1.6	-7.8[fluorescence artefact?]	-1.1	-6.7	-2.3	-1.8	-10.8	2.3	1.1
- CC1(C)NC(=O)N(CCOCCOc2cccc(Oc3ccccc3)c2)C1=O
    -1.1	0.5	1.9	-25.2	-5.8	4.2	-45.6	-0.5	6.6
- CCC/C=N/Nc1nc2ccccc2s1
    -0.4	-5.1	64.3*	5.3	4.0	0.8	-41.1	4.2	5.0
- O=C(O)CSCC(=O)Nc1cccc2ccccc12
    0.4	3.1	0.8	21.4	6.3	1.4	1.0	-2.0	5.8
- Cc1c(CCOC(=O)c2cc([N+](=O)[O-])cc([N+](=O)[O-])c2)sc[n+]1CCCCS(=O)(=O)[O-]
    0.4	2.5	0.9	-3.5	6.1	0.3	-7.5	-0.8	4.9
- CCCC[n+]1ccn(-c2nc3ccccc3nc2[N-]S(=O)(=O)c2ccc(Cl)cc2)c1
    -0.1	0.7	0.4	8.4	2.7	-1.9	-7.4	0.0	-1.8
- CCOC(=O)Cc1cc(=O)[nH]c(/N=C(\N)Nc2ccc(C)cc2C)n1
    -0.1	1.2	1.8	2.5	12.5	1.1	-13.2	-1.5	4.8
- COc1ccc(N2CCC(CNC(=O)Nc3ccc(OC)cc3OC)C2)cc1 (centres undefined)
    -2.1	1.5	2.0	-6.7	4.8	2.7	-12.8	-2.3	3.4
- Clc1nc(-c2cccnc2)nc2scc(-c3ccccc3)c12
    1.2	2.5	1.2	-8.8	2.0	-2.2	0.4	1.0	-0.9
- O=C(c1cccc(S(=O)(=O)N2CCOCC2)c1)N1CCCC1
    0.5	0.0	0.8	-3.8	3.6	3.2	-9.1	-0.6	1.8
- Cc1nn(CC(=O)c2ccccc2)c(=O)c2nn(-c3ccccc3F)c(C)c12
    -0.8	4.5[fluorescence artefact?]	-1.0	-14.7	-7.6	4.9	-19.7	-1.8	9.0
- CC1=C(C(=O)OCC2CCCO2)C(c2ccccc2OC(C)C)C2=C(CC(c3ccco3)CC2=O)N1 (centres undefined)
    -1.5	-12.3	2.4	-28.8	-8.3	1.8	-9.5	-1.0	5.9

# 2 records drawn at random from those above, as already listed:
# Order of results – PERK inh	eIF4E-4G inh	S1P4 agonist	S1P4 antag	NPY-Y2 PAM-ag	Ba/F3 V617F tox	MDM2 E3 inh	Wee1 stabilizer	BaF3 tox
- Cc1ccnc(NS(=O)(=O)c2ccc(Oc3ccccc3)cc2)c1
    1.6	-7.8[fluorescence artefact?]	-1.1	-6.7	-2.3	-1.8	-10.8	2.3	1.1
- CC1(C)CC(=O)C2=C(C1)NC(=O)CC2c1cccc(F)c1 (centres undefined)
    0.4	-2.3	-2.7	6.5	0.8	3.5	-14.4	-0.6	4.9

# (more compounds)
# Order of results – PERK inh	eIF4E-4G inh	S1P4 agonist	S1P4 antag	NPY-Y2 PAM-ag	Ba/F3 V617F tox	MDM2 E3 inh	Wee1 stabilizer	BaF3 tox
- O=C(CCS(=O)(=O)c1ccc(Br)cc1)N1CCN(c2ccccc2F)CC1
    -0.5	1.4	-1.0	-0.7	10.2	4.0	0.8	-1.1	6.9
- CC1CCCN(CC(O)COCC2COc3ccccc3O2)C1 (centres undefined)
    2.6	5.0	0.8	2.3	-3.8	0.0	-17.0	-0.8	4.2
- CCOc1cc(Cl)c(NC(=O)c2ccco2)cc1OCC
    -0.4	4.0[fluorescence artefact?]	-0.2	8.0	1.6	-2.8	0.9	-0.8	2.2
- CS(=O)(=O)N1CCCC(C(=O)NCCc2ccc(Cl)cc2)C1 (centres undefined)
    0.3	2.8	0.3	-5.3	-9.8	-2.4	-18.9	7.5	8.7
- O=C(CC(=O)N/N=C/c1cccs1)NCc1ccccc1
    1.1	-1.5	1.9	6.4	11.7	-2.3	-5.8	0.9	2.1
- Nc1nnc(SCC(=O)Nc2ccc(S(=O)(=O)N3CCOCC3)cc2)s1
    2.8	-7.7	-1.9	-16.5	2.2	0.3	-6.0	3.2	1.9
- COc1ccc(C(=O)C(C)Oc2cccc(NC(=O)c3cccc([N+](=O)[O-])c3)c2)cc1 (centres undefined)
    1.3	2.5	-0.4	-5.1	-12.7	3.8	1.8	-0.1	10.8
- CCOc1cc(C(=O)Nc2ccc(C)cc2C)ccc1OCC(=O)N1CCCCC1
    0.2	-0.3	0.1	-0.6	-4.1	-1.5	-9.3	4.6	4.7
- C=CCn1cccc(C(=O)Nc2ccc(OC)cc2)c1=O
    0.3	1.9	1.0	-16.1	13.7	0.7	-2.2	3.0	7.2
- O=C(Cc1ccc(NS(=O)(=O)c2ccc(F)cc2)cc1)NCc1ccccc1
    -0.8	-1.5	1.5	9.8	2.8	-0.7	-15.7	0.6	2.0
- O=C(N1CCOCC1)C12CC3CC(C1)CC(C(=O)N1CCOCC1)(C3)C2
    0.8	-0.3	0.2	1.3	-7.5	5.2	16.4	-2.2	8.9
- Cc1ccc(NC(=O)CN2C(=O)NC(Cc3ccccc3)C2=O)c(Br)c1 (centres undefined)
    -0.4	-1.3	0.0	-13.7	-1.2	0.9	5.7	4.9	0.2
- COC(=O)c1nc(NC(=O)c2ccc(Cl)cc2)n[nH]1
    0.7	-3.5	0.3	-11.1	11.5	-2.9	3.5	0.2	4.0
- CCC1=NNc2cccc3c(OC)ccc1c23
    0.0	5.5[fluorescence artefact?]	-0.9	-13.4	-10.0	-0.3	-0.5	-1.9	6.9
- CCCCNC(=O)N1CCN(c2ccccc2OC)CC1
    -0.3	6.5	1.8	0.5	-4.3	8.8	-13.5	4.2	10.6
- CCc1ccc(OCC(=O)N2CCN=C2c2ccccc2)cc1
    -0.1	4.0	0.5	-1.5	-27.4	2.8	-3.9	2.1	10.8
- COc1ccc(S(=O)(=O)N(CC(=O)Nc2cccnc2)c2ccccc2OC)cc1
    -1.0	-0.6[fluorescence artefact?]	2.6	-7.5	5.3	-3.1	-11.8	2.3	3.0
- Cc1[nH]n(-c2ccccc2)c(=O)c1C=NCc1ccco1
    -0.1	-0.3	1.2	5.3	-1.3	0.0	-11.8	-2.7	6.6
- COc1ccccc1NC(=O)c1ccc2snnc2c1
    -0.9	0.3	-2.0	-34.4	-6.8	6.1	-23.1	2.4	3.1
- Cc1ccc(C(=O)CSc2nnc(-c3ccccc3)o2)cc1
    1.8	3.9	-1.2	-10.0	-19.4	-2.5	6.1	-1.3	-0.4
- O=C(COC(=O)CCC(=O)c1cccs1)Nc1ccc(Cl)cn1
    1.4	3.6	0.4	3.5	-9.1	3.2	12.9	3.0	7.3
- Cc1ccc(C2NS(=O)(=O)N=C2N)cc1 (centres undefined)
    0.5	1.9[fluorescence artefact?]	-0.6	-21.0	-8.0	-0.1	-10.1	-1.2	5.6
- CCN(CC)CCn1nc2c3c(cccc3c1=O)-c1ccccc1-2
    0.2	1.9	8.8	-91.3	-11.1	102.0*	-15.6	-1.2	100.3*
- CCN(CC(=O)NCc1ccc(F)cc1)CC(O)COCc1cccc(OC)c1 (centres undefined)
    -0.5	0.0	-1.2	5.3	13.5	-1.4	-19.8	3.4	2.5
- Cc1cc[n+]2c3c(cccc13)CCC2
    0.9	-6.5	1.1	-8.2	1.3	4.3	0.1	-0.7	7.8
- CCc1ccc(NC(=O)CN(c2ccccc2)S(=O)(=O)N(C)C)cc1
    0.4	2.7	-0.8	-1.7	-14.0	2.9	-11.4	-1.2	8.3
- Cc1ccc(-c2nc(C)sc2CC(=O)O)cc1
    0.6	13.9[fluorescence artefact?]	-2.1	-28.9	2.7	-1.8	-77.4	1.0	2.5
- COc1ccccc1/C=C(/C(=O)OCC(=O)N(C)Cc1ccccc1)c1ccccc1
    1.0	-1.8	-0.4	-30.8	12.8	-2.5	-9.4	5.0	3.1
- CC1CC(C)(C)NC(=S)N1CC(=O)NCc1ccc(Cl)cc1 (centres undefined)
    0.1	-3.3[fluorescence artefact?]	-0.5	-16.9	-10.4	2.1	-11.4	0.2	7.2

# High-throughput results: PubChem BioAssay, several laboratories
